High-throughput results: PubChem BioAssay, several laboratories
TRPC6 inh = mouse TRPC6 channel inhibitors, primary screen, cell-based, HEK293, membrane potential dye | ACh-evoked depolarization; hits give low values | B-score at 10 µM | 310,000 compounds, 1.1% hits | AID 2553, 2010;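 active = B-score under library mean minus 3 SD, initial fluorescence not abnormally high, positive integrated signal ratio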;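 note: B-score derived from integrated fluorescence ratio over the kinetic read; more negative B-score means stronger inhibition of depolarization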
Target sequence (Q61143 whole entry, looked up): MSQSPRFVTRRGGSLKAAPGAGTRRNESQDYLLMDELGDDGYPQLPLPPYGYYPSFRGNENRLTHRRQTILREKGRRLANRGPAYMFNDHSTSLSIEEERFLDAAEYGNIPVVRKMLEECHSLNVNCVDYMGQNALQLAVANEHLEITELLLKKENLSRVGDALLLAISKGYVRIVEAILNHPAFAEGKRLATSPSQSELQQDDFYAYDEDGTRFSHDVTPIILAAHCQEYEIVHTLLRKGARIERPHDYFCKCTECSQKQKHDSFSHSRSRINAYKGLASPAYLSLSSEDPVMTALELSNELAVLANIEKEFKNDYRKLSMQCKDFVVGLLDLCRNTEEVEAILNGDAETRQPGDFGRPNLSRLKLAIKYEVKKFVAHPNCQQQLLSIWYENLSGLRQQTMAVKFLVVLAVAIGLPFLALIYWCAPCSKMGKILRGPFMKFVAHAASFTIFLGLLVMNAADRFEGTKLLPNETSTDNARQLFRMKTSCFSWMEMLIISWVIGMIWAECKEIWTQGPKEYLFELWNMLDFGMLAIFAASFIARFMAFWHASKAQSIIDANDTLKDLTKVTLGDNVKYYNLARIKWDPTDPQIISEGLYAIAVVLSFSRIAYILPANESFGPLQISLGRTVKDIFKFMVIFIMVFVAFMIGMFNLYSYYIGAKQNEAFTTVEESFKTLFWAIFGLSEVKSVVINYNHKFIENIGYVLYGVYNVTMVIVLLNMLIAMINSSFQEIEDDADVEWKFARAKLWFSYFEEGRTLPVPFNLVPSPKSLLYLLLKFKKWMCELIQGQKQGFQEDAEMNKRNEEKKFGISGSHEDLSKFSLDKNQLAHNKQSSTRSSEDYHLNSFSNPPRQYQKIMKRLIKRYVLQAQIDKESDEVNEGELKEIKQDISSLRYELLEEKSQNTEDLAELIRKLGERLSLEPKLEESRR
IEC-6 cytotox = cytotoxicity in IEC-6 intestinal epithelial cells, primary screen, cytotoxicity control for KLF5 inhibitor project, cell-based, luminescence; IEC-6 cytotoxicity, luminescence viability; inhibition, % at 5 µM; 290,000 compounds, 0.78% hits; AID 1825, 2009; in the data active = inhibition above about 22%;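 note: 0% = plate median of test compound wells and 100% = cytotoxic reference compound wells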
TRPC4 agonist = activators of mouse TRPC4 channel, primary screen, Fluo4 calcium, HEK293 TRPC4beta/mu-opioid cells | Fluo4 calcium fluorescence; hits give high values | B-score at 10 µM | 310,000 compounds, 0.49% hits;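 active = B-score above 5 SD of library B-scores, and initial fluorescence ratio not above library mean plus 5 SD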;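 note: positive B-score marks a calcium rise read as TRPC4 activation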
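Material: HEK293 stable line with TRPC4beta plus mu-opioid receptor; technique: Fluo4 calcium-sensitive dye fluorescence, kinetic, 1 Hz baseline; timing: Fluo4 dye loading 45 min at room temperature, 110 s recording; controls: assay buffer as low control, maximal DAMGO as high control; read-out: integrated baseline-normalised fluorescence ratio, converted to per-well B score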
TRPC6 activator = mouse TRPC6 channel activators, primary screen, cell-based, HEK293, membrane potential dye | HEK293-TRPC6 membrane potential dye fluorescence; hits give high values | B-score at 10 µM | 310,000 compounds, 0.13% hits | AID 2550, 2010;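 active = B-score of the integrated fluorescence ratio above library mean plus 3 SD, and starting fluorescence ratio within library mean plus 5 SD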;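 note: higher score means more depolarization so channel activation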
SKKanGAS inh = S. pyogenes SKKanGAS growth inhibitors in kanamycin, primary screen, streptokinase expression inhibitor project, SKKanGAS strain, BacTiter-Glo luminescence; 6 h; inhibition, % at 7.5 µM; 300,000 compounds, 1.3% hits; AID 1662, 2009;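 active = mean replicate score, as percent of positive control median, at least 50; inconclusive = mean below 50 but one replicate at or above 50; inactive = mean and every replicate below 50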;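 note: strain carries kanamycin resistance gene driven by streptokinase promoter and grows in 40 µg/ml kanamycin; loss of luminescence reflects streptokinase promoter inhibition or plain growth inhibition; 0% = median of DMSO wells and 100% = positive control at its reference dose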
TRPC4 PAM = positive allosteric modulators of TRPC4, primary screen, cell-based, mouse TRPC4beta, HEK293 mu-opioid, Fluo-4 calcium. Short transient receptor potential channel 4 (Mus musculus), Q9QUQ5. DAMGO EC20, Fluo-4 Ca2+ flux; hits give high values. B-score at 10 µM. 310,000 compounds, 0.42% hits;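 active = B-score of calcium response area above 5 SD of library B-scores, with initial fluorescence ratio within 5 SD of library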;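 note: B-score of integrated fluorescence ratio over time as area under calcium response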
TRPC4 block = inhibitors of mouse TRPC4 channel, primary screen, Fluo4 calcium, HEK293 TRPC4beta/mu-opioid cells; Short transient receptor potential channel 4 (Mus musculus), Q9QUQ5; 300,000 compounds, 0.39% hits; DAMGO-evoked Fluo4 calcium flux; hits give low values; B-score at 10 µM;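 active = B-score over 3 SD under the library average, no early fluorescence shift, positive overall ratio signal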
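System: stable TRPC4beta/mu-opioid receptor HEK293 cells; Dosing: single-point compound dosing; Measured by: Fluo4 Ca2+ flux fluorescence; Read-out basis: per-well B score of integrated baseline-normalized Fluo4 ratio.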
KLF5 inhibitor = KLF5 expression inhibitors, primary screen, DLD-1 cells, luminescence; 290,000 compounds, 0.23% hits; inhibition, % at 5 µM; DLD-1 KLF5 promoter-luciferase reporter; AID 1700, 2009;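 active = inhibition above a per-plate limit of that plate's mean compound inhibition plus 3 SD, cut at about 60% in these data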;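 note: 0% = DMSO wells and 100% = LY294002 at 200 µM; higher means less KLF5 promoter-driven luciferase light; inactives centre near -14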
aSyn UTR inh = MLPCN primary screen, SNCA 5' untranslated region; 300,000 compounds, 0.82% hits; alpha-synuclein 5'UTR reporter, inhibitor activity; inhibition, % (tested at 7.5 µM); AID 1813, 2009; in the data active = inhibition above about 60%; inconclusive = no clear call, values can overlap the other calls;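 note: H4 neuroglioblastoma cells stably carrying SNCA 5'UTR luciferase fusion; 0% = DMSO wells and 100% = positive control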
MrgX1 antagonist = antagonists of human MrgX1 receptor, primary screen, HEK293 cells, Fluo-4 calcium flux; Mas-related G-protein coupled receptor member X1 (Homo sapiens), Q96LB2; BAM8-22 antagonism; hits give low values; B-score at 10 µM; 310,000 compounds, 1.3% hits; AID 588676, 2011;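 active = calcium-response B-score plate-corrected more than 3 library SD below zero, starting fluorescence within 5 deviations, no agonist response on first addition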;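 note: peak minus trough fluorescence over baseline after final BAM8-22 challenge near maximal dose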
HIF act = HIF pathway transcriptional activators, primary screen, cell-based, U2OS HRE-luciferase, luminescence; U2OS HRE-luciferase reporter; normalized: DMSO 0%, desferrioxamine 100%; activation, % at 7.5 µM (by protocol); 300,000 compounds, 0.32% hits;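 active = mean activation of at least 10% of the iron chelator positive control signal, with at least half of replicates also reaching 10%; inconclusive = mean and replicate majority disagree about reaching 10%; inactive = mean and most replicates under 10%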
* marks the source's active call; other numbers are inactive results; i = inactive; ? = inconclusive; / = no result given.

SMILES | TRPC6 inh | IEC-6 cytotox | TRPC4 agonist | TRPC6 activator | SKKanGAS inh | TRPC4 PAM | TRPC4 block | KLF5 inhibitor | aSyn UTR inh | MrgX1 antagonist | HIF act
Cc1ccc(S(=O)(=O)N2CCc3ccccc3C2CC(=O)O)cc1 (stereo unspecified) | i | -1 | i | i | -8 | i | i | -21 | 0 | i | -0.3
COc1ccccc1C(=O)NCCC(=O)N1CC=C(c2ccccc2)CC1 | i | / | i | i | -7 | i | i | / | 12 | i | -0.4
C[C@H](NS(=O)(=O)c1ccc(Cl)c(Cl)c1)C(=O)OCc1cc(=O)n2cc(Br)ccc2n1 | i | -2 | i | i | 4 | i | i | -1 | -7 | i | -0.1
COc1ccc(S(=O)(=O)N2CCOCC2)cc1NC(=O)CCNC(=O)c1ccc(Br)cc1 | i | / | i | i | -7 | i | i | / | 77* | i | 1.4
CC(=O)c1ccc(OCc2cc(C(=O)NCCc3ccc(Cl)cc3)no2)cc1 | i | 1 | i | i | -4 | i | i | -39 | -51 | i | 2.5
COc1ccc(CN2CCCC(CNC(=O)c3ccc(F)cc3)C2)cc1OC (stereo unspecified) | i | -1 | i | i | 6 | i | -6* | -26 | -11 | i | 0.5
COCC(C)NC(=O)CCS(=O)(=O)c1nc(-c2ccc(OC)cc2)cc(C(F)(F)F)n1 (stereo unspecified) | i | 7 | i | i | -12 | i | i | 22 | -60 | i | 2.8
COc1ccc(/C=N/NC(=O)C(C)n2nnc3ccccc32)cc1OC (stereo unspecified) | i | -3 | i | i | -4 | i | i | 6 | 4 | i | -0.1
Cc1ccc(NC(=S)Nc2ccc(S(=O)(=O)N3CCOCC3)cc2)cc1S(=O)(=O)N1CCOCC1 | i | 0 | i | i | -3 | i | i | -6 | -11 | i | -0.4
COc1cccc(C(=O)NC2CCN(C(=O)N3CCCCC3)CC2)c1 | i | -6 | i | i | 3 | i | i | -3 | 3 | i | 0.4
COc1ccc(-c2nnc(SCC(=O)NC3CCCCC3)o2)cc1OC | i | 2 | i | i | -2 | i | i | -34 | -1 | i | 0.1
CCOc1c2ccc(C(=O)NCc3ccc4c(c3)OCO4)cc2nn1CCOC | i | -4 | i | i | -3 | i | i | -19 | -3 | i | -0.3
COc1cccc(NC(=O)c2ccc(S(=O)(=O)N3CCCCC3)cc2)c1 | i | 4 | i | i | -9 | i | i | 8 | 10 | i | -0.3
CCOc1ccc(C2/C(=C(\O)c3ccc(OC)c(OC)c3)C(=O)C(=O)N2c2cc(C)on2)cc1OC (stereo unspecified) | i | -3 | i | i | 7 | i | i | -1 | -8 | i | -0.2
c1ccc(-c2csc3ncnc(N4CCN(Cc5ccc6c(c5)OCO6)CC4)c23)cc1 | i | -4 | i | i | 2 | i | i | -25 | 18 | i | 0.7
C/C=C/C(=O)OCC(=O)Nc1nc2ccc(C)cc2s1 | i | 2 | i | i | 4 | i | i | -52 | -74 | i | 0.6
CCCC(NC(=S)NCC1CCCO1)C12CC3CC(CC(C3)C1)C2 (stereo unspecified) | i | 4 | i | i | ? | i | i | -36 | -5 | i | -0.7
COc1ccc(C2(C(=O)Nc3ccc(C(=O)O)cc3)CCOCC2)cc1 | i | -4 | i | i | 4 | i | i | -15 | 4 | i | -0.1
CCc1ccc(C2NC(=S)NC3=C2C(=O)CC(C)(C)C3)cc1 (stereo unspecified) | i | 1 | i | i | -9 | i | i | -6 | -2 | i | -0.5
CC1(C)Cc2cccc(C(=O)Nc3ccc(F)cc3F)c2O1 | i | 1 | i | i | 1 | i | i | -9 | 11 | i | -0.7

One compound at a time, as listed above. Order of screens: TRPC6 inh, IEC-6 cytotox, TRPC4 agonist, TRPC6 activator, SKKanGAS inh, TRPC4 PAM, TRPC4 block, KLF5 inhibitor, aSyn UTR inh, MrgX1 antagonist, HIF act
`COc1cccc(NC(=O)c2ccc(S(=O)(=O)N3CCCCC3)cc2)c1` is entered as i, 4, i, i, -9, i, i, 8, 10, i, -0.3
`Cc1ccc(S(=O)(=O)N2CCc3ccccc3C2CC(=O)O)cc1` (stereo unspecified) is entered as i, -1, i, i, -8, i, i, -21, 0, i, -0.3
`COc1cccc(C(=O)NC2CCN(C(=O)N3CCCCC3)CC2)c1` is entered as i, -6, i, i, 3, i, i, -3, 3, i, 0.4
`CCOc1ccc(C2/C(=C(\O)c3ccc(OC)c(OC)c3)C(=O)C(=O)N2c2cc(C)on2)cc1OC` (stereo unspecified) is entered as i, -3, i, i, 7, i, i, -1, -8, i, -0.2

(listing goes on)
SMILES | TRPC6 inh | IEC-6 cytotox | TRPC4 agonist | TRPC6 activator | SKKanGAS inh | TRPC4 PAM | TRPC4 block | KLF5 inhibitor | aSyn UTR inh | MrgX1 antagonist | HIF act
COc1ccc(C)cc1NC(=O)CN1C(=O)COc2ccc(S(=O)(=O)N3CCCCC3)cc21 | i | 0 | i | i | -1 | i | i | -12 | -1 | i | -0.1
CSc1cccc(NC(=S)NCCCN2CCN(c3ccc(F)cc3)CC2)c1 | i | -3 | i | i | 0 | i | i | 3 | -5 | i | -0.6
Cc1ccnc(NC(=S)NC(=O)c2cccs2)c1 | i | -2 | i | i | 2 | i | i | -182 | -270 | i | 2.5
O=C(NCc1cccnc1)c1ccc(Br)o1 | i | / | i | i | -3 | i | i | / | 3 | i | -0.5
CCOC(=O)CSc1snnc1C | i | -2 | i | i | 6 | i | i | -11 | 10 | i | -0.3
O=C(NC1CCCCC1)c1ccc2c(c1)S(=O)(=O)c1ccccc1C2=O | i | / | i | i | 2 | i | i | / | -39 | i | 0.1
CCCCNC(=O)c1sc2ncnc(N3CCc4ccccc4C3)c2c1C | i | 7 | i | i | 3 | i | i | -6 | -10 | i | 0.5
CC1(C)CC(=O)/C(=C(/O)Cc2ccccc2)C(=NCCc2ccccc2)C1 | i | -3 | i | i | -1 | i | i | -22 | 11 | i | -0.2
Cc1cc(Cl)ccc1NC(=S)N1CCOCC1 | i | 1 | i | i | -18 | i | i | -1 | 1 | i | -0.1
O=S(=O)(Nc1ccc(S(=O)(=O)Nc2nccs2)cc1)c1ccc(Br)cc1 | i | -1 | i | i | -1 | i | i | -11 | 3 | i | -0.2
COc1cc(SC)ccc1C(=O)Nc1cc(C)ccn1 | i | 0 | i | i | -3 | i | i | -90 | -8 | i | 0.0
C=CCc1ccc(OCCOCCOc2ccc(C)cc2[N+](=O)[O-])c(OC)c1 | i | 1 | i | i | -4 | i | i | -30 | 5 | i | 0.0
CC(=O)c1cccc(N(CC(=O)NCCc2ccccc2)C(=O)c2csnn2)c1 | i | 3 | i | i | 2 | i | i | -20 | -10 | i | -0.1
O=C(C1CCCN(S(=O)(=O)c2cc(Cl)ccc2Cl)C1)N1CCCC1 (stereo unspecified) | i | -10 | i | i | 24 | i | i | -5 | 2 | i | -0.4
CCN(CC)C(=O)CN1C(=O)c2cccc3cccc(c23)C1=O | i | 3 | i | i | 6 | i | i | -5 | 6 | i | -0.2
O=C(C1CCCC1)N1CCC(CC2CC(c3cccc(Br)c3)=NO2)(C(=O)NCC2CCCCC2)CC1 (stereo unspecified) | i | 1 | i | i | 22 | i | i | -24 | 24 | i | -0.5
COc1cc(CC(=O)OCC(=O)Nc2ccc3c(c2)OCCO3)cc(OC)c1OC | i | -3 | i | i | 5 | i | i | 4 | -19 | i | -1.1
O=C(Nc1ccccc1-c1ccccc1)C1CCCCC1 | i | -1 | i | i | -6 | i | i | 1 | -5 | i | /
O=C(CCCc1ccccc1)N=C1SC2CS(=O)(=O)CC2N1c1ccccc1F (stereo unspecified) | i | -11 | i | i | 1 | i | i | -4 | 8 | i | 0.0
COc1ccc(C(=O)/C=C/Nc2ccc(S(=O)(=O)Nc3cccc(C(C)=O)c3)cc2)cc1 | i | -1 | i | i | 16 | i | i | 5 | -12 | i | 0.3
COc1ccc(CCNC(=O)/C=C/c2ccc(OC)c(S(=O)(=O)N3CCOCC3)c2)cc1 | i | -4 | i | i | -10 | i | i | 7 | -1 | i | 0.0
CCOC(=O)c1sc(NC(=O)CCN2CCN(CC)CC2)c(C(=O)OCC)c1C | i | 4 | i | i | 2 | i | i | -11 | -23 | i | 0.3
O=c1c2c(n3cnnc3n1C1CCCCC1)-c1ccccc1CC21CCCCC1 | i | 0 | i | i | 15 | i | i | -36 | 44 | i | -0.1
Cc1cnc(C(=O)OCC(=O)N2CCc3ccccc32)cn1 | i | -3 | i | i | -20 | i | i | -8 | 17 | i | 0.1
CC1=C(C(=O)OCC2CCCO2)C(c2ccc(Cl)c(Cl)c2)NC(=O)N1 (stereo unspecified) | i | 3 | i | i | -10 | i | i | -28 | 9 | i | -0.4
O=C(O)CCCc1c(-[n+]2ccccc2)[nH]c2ccccc12 | i | 4 | i | i | -1 | i | i | -41 | 9 | i | 0.1
Cc1cccc(N2CCN(C(=O)Cc3cn(C)c4ccccc34)CC2)c1C | i | 1 | i | i | 2 | i | i | -23 | 4 | -4.7* | 2.9
O/C(=C\c1nc2ccccc2[nH]1)c1cccs1 | i | -4 | i | i | 24 | i | i | -146 | -200 | i | 2.3
O=C1c2ccc3c4c(ccc(c24)C(=O)N1NC(=O)C(F)(F)F)CC3 | i | 6 | i | i | 1 | i | i | -5 | 8 | i | -0.3
CCCCSc1nc2c(c(C(F)(F)F)c1C#N)CCC2 | i | 1 | i | i | 30 | i | i | -44 | 7 | i | -0.3
NS(=O)(=O)c1ccc2nc(-c3ccccc3)c(-c3ccccc3)nc2c1 | i | -4 | i | i | 21 | i | i | 4 | 26 | i | -0.1
CCOc1ccc(C(=O)Nc2cc(C)on2)cc1OCC | i | 2 | i | i | -6 | i | i | -21 | 2 | i | 0.4
Cc1noc(C)c1CSc1nnc2cc(C)c3ccccc3n12 | i | / | i | i | -15 | i | i | / | 17 | i | -7.3
COC(=O)C1CCN(C(=O)c2ccc(Cl)c(S(=O)(=O)NCc3cccnc3)c2)CC1 | i | -7 | i | i | / | i | i | -26 | -18 | i | -0.4
